USP2a block – blocks human ubiquitin-specific protease USP2a; Potency, µM (highest dose often 38.3 µM), inactives show at the highest dose activity change, negative = inhibition, hits mostly inhibitors; USP2 core, Ub-CHOP2 coupled fluorogenic reporter, 485/531; hit rate 0.01% among 330,000; O75604;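 further: potency means the concentration at half of the fitted maximal effect; plate controls were DMSO wells for no effect and full inhibition by NEM control for full effect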
Target sequence (O75604 whole entry, looked up): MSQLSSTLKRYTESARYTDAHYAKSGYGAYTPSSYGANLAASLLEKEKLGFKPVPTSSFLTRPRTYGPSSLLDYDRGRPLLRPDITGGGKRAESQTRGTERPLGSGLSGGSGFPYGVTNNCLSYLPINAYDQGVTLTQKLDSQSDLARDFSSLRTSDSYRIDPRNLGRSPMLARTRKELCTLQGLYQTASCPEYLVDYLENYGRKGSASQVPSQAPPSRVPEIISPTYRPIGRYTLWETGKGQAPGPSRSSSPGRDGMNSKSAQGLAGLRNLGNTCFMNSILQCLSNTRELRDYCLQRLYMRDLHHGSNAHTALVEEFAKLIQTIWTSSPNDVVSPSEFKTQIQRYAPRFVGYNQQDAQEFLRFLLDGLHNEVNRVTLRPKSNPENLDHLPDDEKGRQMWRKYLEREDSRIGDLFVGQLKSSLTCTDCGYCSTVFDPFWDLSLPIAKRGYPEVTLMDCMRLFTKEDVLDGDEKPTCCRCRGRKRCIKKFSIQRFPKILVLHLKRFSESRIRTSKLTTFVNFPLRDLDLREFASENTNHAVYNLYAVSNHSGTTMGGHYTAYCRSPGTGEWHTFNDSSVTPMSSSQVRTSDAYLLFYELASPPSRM
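USP2 core (10nM final) preincubated 30min RT with compound in 20mM Tris-HCl pH 8.0, 2mM CaCl2, 2mM beta-mercaptoethanol, 0.05% CHAPS; 25nM Ub-CHOP2 plus 25nM reporter substrate added, fluorescence (Ex485/Em531) read after 60min.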
p53 reactivator – restores transcriptional activity of mutant p53 | hit rate 0.063% among 320,000 | H1299 p53-A138V BP100-luciferase reporter, luminescence, 24 h | Potency, µM (highest dose often 92.2 µM), without a hit: at the highest dose activity change, positive = activation, actives largely listed as activators | AID 504706; further: potency means the concentration at half of the fitted maximal effect; % of control where 0% means no effect; nearly all actives have a fitted effect of over 45% in size
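p53-null H1299 cells stably carrying temperature-sensitive p53-A138V and a BP100-luciferase reporter were pinned with compounds (4-point, 1:5 series) and held 24 hrs at 37 deg C. Luminescence was read 10 min after detection reagent.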
uPA surface inh – inhibitors of cell surface uPA generation; cell surface uPA generation assay, qHTS; Potency, µM (top dose mostly 38.3 µM), for the others: at the highest dose activity change, negative = inhibition, usual class: inhibitors; AID 540303; hit rate 0.31% among 330,000; active means well fitted inhibition curve with a large enough effect; inconclusive means small, poorly fitted or top-dose-only effect; inactive means no such curve, though single readings can be large or run the other way; tested in mouse RAW 264.7 cells; further: potency means the concentration at half of the fitted maximal effect; on the % scale 0 is the no-effect control and ±100 the full control effect; nearly all actives have a fitted effect of over 55% in size
BRCA1 expr up – BRCA1 expression activation | MCF7-BRCA1-FFLuc reporter, luminescence, 48 h; response scale: scaled: vehicle 0%, 10 µM genistein 100% | Potency, µM (highest dose often 46.1 µM), without a hit: at the highest dose activation, hits mostly activators | hit rate 1.1% among 380,000; further: potency means the concentration at half of the fitted maximal effect; nearly all actives have a fitted effect of over 80% in size; some results filed as inactive show a strong effect at the top dose
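Luminescence from a BRCA1-driven firefly luciferase in MCF7 cells was read after 48 h compound exposure at 37 C. Data normalized against DMSO and a 10microM genistein activation control, then curve-fitted across the titration.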
Eya2 inh – Eya2 (human) phosphatase inhibition; O00167; recombinant Eya2, OMFP fluorescence dephosphorylation (OMFP is methylfluorescein phosphate); Potency, µM (titrated, usually from 76.9 µM), for the others: at the highest dose activity, negative = inhibition, usual class: inhibitors; hit rate 0.006% among 330,000; AID 488837; further: potency means the concentration at half of the fitted maximal effect; on the % scale 0 is the no-effect control and ±100 the full control effect
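Eya2 (0.2 uM) preincubated 10 min at ambient with compound, then OMFP substrate added at 50 uM; 10 min reaction in 50 mM HEPES pH 7.5, 50 mM NaCl, 5 uM MgCl2, 0.05% BSA, 1 mM DTT. Fluorescence read at Ex 485/Em 525 nm.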
B2AR arrestin – recruits beta-arrestin to the human beta2-adrenergic receptor; P07550; beta-arrestin recruitment to beta2AR, cell-based reporter; Potency, µM (top dose mostly 46.1 µM), without a hit: top-dose activation, actives largely listed as activators; hit rate 0.02% among 330,000;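 further: potency means the concentration at half of the fitted maximal effect; 0% = DMSO controls and full agonism = EC100 isoproterenol or metaproterenol; nearly all actives have a fitted effect of over 65% in size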
ELG1 genotox – genotoxicity induction in ELG1-luciferase HEK293T cells; hit rate 1.3% among 330,000; AID 504466; Potency, µM (doses to about 46 µM), for the others: at the top dose activity change, positive = activation, actives largely listed as activators; HEK293T ELG1-luciferase reporter, luminescence, 16 h; further: potency means the concentration at half of the fitted maximal effect; % of control where 0% means no effect; nearly all actives have a fitted effect of over 60% in size
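ELG1-luciferase HEK293T cells, 2,000/well; compound pinned in; 16 hr, 37 °C, 5% CO2; ONE-Glo, 30 min RT; luminescence on CCD imager.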
TRPV1 ag – activates the human vanilloid receptor TRPV1 | hit rate 0.19% among 320,000 | TRPV1-expressing cells, Fluo-8 calcium influx, agonist mode | AID 540275 | Q8NER1 | activation, % at 8.33 µM; in the data active means activation above about 80%; inconclusive means between about 30% and that limit; further: 0% is about no effect
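TRPV1-expressing cells were cultured overnight at 35.5C and loaded with Fluo-8 calcium dye for 40 to 90 min at room temperature. After a 10 s baseline, compound was added and calcium influx was read kinetically for 3 min (ex 480/em 520 nm).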
Integrin act MD – activators of alpha7 integrin expression for muscular dystrophy; hit rate 0.064% among 350,000; Potency, µM (doses to about 38.3 µM), inactives show top-dose activation, most hits filed as activators; alpha7betagal myoblasts, beta-gal FDG fluorescence, 48 h; AID 624291;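 further: potency means the concentration at half of the fitted maximal effect; 100% = response of the positive control SU9516; nearly all actives have a fitted effect of over 60% in size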
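Alpha7betagal+/- myoblasts (passage 13) were plated 16-24 hr, then exposed to compounds (1:260 dilution of DMSO stock) for 48 hours at 37C. After MPER lysis, β-galactosidase reporter activity was read as FDG fluorescence (ex 480/em 540) after 30 minutes.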
S-ASM inh – blocks human secretory acid sphingomyelinase | placental ASM, HMU-PC fluorogenic substrate, 60 min | Potency, µM (series often up to 57.5 µM), without a hit: at the top dose activity change, negative = inhibition, most hits filed as inhibitors | hit rate 0.006% among 340,000; further: potency means the concentration at half of the fitted maximal effect
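Steps: dispense placental human ASM, pin compound, wait 10 min at room temperature, add HMU-PC0 substrate at 9 uM final, incubate 60 min at 37 °C, add stop solution raising pH to 10, read fluorescence.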
PTAP TSG101 blk – blocks PTAP/TSG101 interaction to inhibit HIV-1 budding | Q99816 | Fluorescence polarization, FITC-PTAP peptide / Tsg101 binding | Potency, µM (top dose mostly 115 µM), without a hit: at the top dose activity change, negative = inhibition, most hits filed as inhibitors | 340,000 tested, under 10 active; active means well fitted inhibition curve with a large enough effect in the main read-out, with a control signal flat, not every such curve was filed as active; inconclusive means small, poorly fitted or top-dose-only effect, or effect the other way, or a change in a side signal; inactive means no such curve, though single readings can be large or run the other way; further: potency means the concentration at half of the fitted maximal effect; % of control where 0% means no effect
Target sequence (Q99816 whole entry, looked up): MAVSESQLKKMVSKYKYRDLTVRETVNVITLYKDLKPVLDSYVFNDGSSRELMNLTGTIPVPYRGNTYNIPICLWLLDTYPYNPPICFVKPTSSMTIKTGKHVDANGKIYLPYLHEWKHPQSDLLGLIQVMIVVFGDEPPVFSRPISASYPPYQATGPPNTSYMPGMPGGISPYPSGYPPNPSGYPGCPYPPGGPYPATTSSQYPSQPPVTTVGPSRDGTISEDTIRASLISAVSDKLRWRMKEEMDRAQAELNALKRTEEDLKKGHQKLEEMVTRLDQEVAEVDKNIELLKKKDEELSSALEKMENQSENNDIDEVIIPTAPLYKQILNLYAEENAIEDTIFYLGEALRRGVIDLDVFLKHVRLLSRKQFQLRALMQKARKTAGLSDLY
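Tsg101 binding domain (10 uM final) was mixed with compound and a FITC-labeled PTAP peptide (50 nM final) in HEPES pH 7.5 buffer with NaCl, Tween 20, EDTA and TCEP; fluorescence polarization was read after 20 min at r.t.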
* marks the source's active call; other numbers are inactive results; ? = inconclusive; · = no result given; [ ] = dose if it differs, or a comment. Unless noted, the call rests on the fitted dose curve; in most records, active means well fitted curve in the direction sought with a large enough effect; inconclusive means small, poorly fitted or top-dose-only effect, or another doubt; inactive means no such curve, though single readings can be large; an effect the other way counts as inactive or inconclusive.

SMILES	USP2a block	p53 reactivator	uPA surface inh	BRCA1 expr up	Eya2 inh	B2AR arrestin	ELG1 genotox	TRPV1 ag	Integrin act MD	S-ASM inh	PTAP TSG101 blk
O=C(Nc1cccc(Cl)c1Cl)Nn1cnnc1	2%	4%	-2%	4%	-13%	-1.1%	1%	0	9%	1%	3%
Cc1ccc(OCCCOc2cccc3cccnc23)cc1C	-2%	23%	6%	66%	-5%	-0.2%	3%	3	19%	-4%	-5%
O=C(Nc1ccc2c(c1)OCO2)c1ccc(CO)cc1	2%	?	?	?	-10%	-0.2%	?	?	2%	-6%	-8%
COCCn1c(SC(C)C(=O)NC2CC2)nnc1-c1cccc(C)c1 (stereo not given)	-1%	-3%	3%	1%	-10%	-0.2%	-3%	-1	-8%	0%	0%
CN1CCN(C(=O)c2ccc(S(=O)(=O)Nc3ccccc3)cc2)CC1	-1%	-2%	6%	4%	-6%	0.0%	1%	-2	2%	2%	-6%
O=C1N(C2CCCC2)C[C@@H]2C[C@@H](c3cn[nH]c3-c3ccc(Cl)cc3)N3CCC[C@@]123	-3%	-5%	-11%	-20%	-7%	4.6%	-1%	1	15%	-1%	-2%
CC(C)(C)c1ccc(C2(C)NC(=O)N(CC(=O)Nc3ccc4c(c3)OCO4)C2=O)cc1 (stereo not given)	-2%	-6%	7%	-34%	-13%	-0.2%	1%	?	21%	-11%	-7%
Cc1ccc(C)c(S(=O)(=O)N2CCN(C(=O)Cn3c(C(F)(F)F)nc4ccccc43)CC2)c1	1%	1%	0%	-12%	4%	0.3%	-8%	1	-14%	-4%	-3%
COC(=O)c1ccc(OC(=O)/C=C/c2ccco2)cc1	0%	9%	2%	13%	3%	-0.9%	3%	-2	-18%	7%	-3%
O=C(Nc1cc(C(F)(F)F)ccc1N1CCOCC1)c1ccc(Br)o1	·	·	13%	-35%	·	·	·	15	1%	-6%	-3%
COc1cc(C)ccc1OCC(=O)Nc1ccc2c(c1)OCO2	-1%	?	-19%	14%	5%	0.0%	?	?	-14%	5%	-1%
COc1ccc(C2/C(=C(/O)c3ccc4c(c3)CC(C)O4)C(=O)C(=O)N2CCCN2CCOCC2)cc1 (stereo not given)	3%	9%	1%	15%	5%	0.0%	0%	3	0%	4%	0%
CCOC(=S)SCc1cn2cccc(C)c2n1	-1%	4%	3%	-6%	-1%	-0.1%	-1%	-6	13%	-2%	0%
COc1ccccc1CN1CC(C(=O)NCc2cc(F)ccc2C)CCC1=O (stereo not given)	-1%	19%	-2%	?	-7%	-0.5%	17%	7	-20%	-1%	-3%
CCCCOc1ccc(/C=C/C(=O)OCC(=O)NC(=O)NCC(C)C)cc1OCC	4%	0%	1%	15%	4%	0.0%	-4%	3	16%	6%	0%
CCOc1ccc(OCC)c(NC(=O)CC2Oc3ccc(C)cc3NC2=O)c1 (stereo not given)	1%	-1%	?	-37%	-19%	0.0%	-2%	21	-16%	-1%	-1%
O=c1ccn(CCOc2ccc(Cl)cc2)c(=O)[nH]1	0%	0%	-2%	-6%	14%	-0.5%	6%	-3	-10%	2%	-5%
CC(C)c1ccc(/C=C2\CC/C(=C\C=N\N(C)C)C2=O)cc1	-1%	-5%	5%	30%	12%	-0.2%	3.3µM*	1	-7%	14%	2%
O=C(c1ccccc1)c1ccc2nc(-c3ccco3)c(-c3ccco3)nc2c1	?	13%	-4%	81%	2%	13%	12%	1	1%	118%[activator]	-2%
CN1C(=S)SC(/[N+]([O-])=C\c2ccc(Cl)cc2)C1(C)C (stereo not given)	3%	-7%	-4%	-1%	3%	0.1%	0%	1	0%	4%	1%
CC1CN(c2nc3c(c(=O)n(Cc4ccc(Cl)cc4)c(=O)n3C)n2C)CC(C)O1 (stereo not given)	-1%	17%	2%	-40%	-1%	-1.0%	-4%	106*	?	-3%	-1%
CN(CC(=O)Nc1ccc(F)cc1)C(=O)COC(=O)c1ccc(-c2ccccc2)cc1	0%	2%	-4%	-6%	-2%	-0.1%	-3%	27	16%	-16%	2%
O=C(COc1ccc2ccccc2c1)Nc1ccc(Br)cc1C(=O)O	-3%	10%	4%	-15%	5%	?	-6%	-1	-14%	2%	-7%
O=C(Nc1nccs1)[C@@H]1CCCN1S(=O)(=O)c1ccc(Cl)cc1	0%	-4%	-2%	2%	-28%	-0.4%	-2%	·	13%	2%	-2%
CCn1c(SCC(=O)Nc2cc(C)ccc2C)nc2c(c1=O)SC(C)C2 (stereo not given)	-1%	-4%	8%	3%	-28%	0.1%	3%	3	11%	-2%	-11%

Continued (2 carried over from the part before).
SMILES	USP2a block	p53 reactivator	uPA surface inh	BRCA1 expr up	Eya2 inh	B2AR arrestin	ELG1 genotox	TRPV1 ag	Integrin act MD	S-ASM inh	PTAP TSG101 blk
O=C(Nc1nccs1)[C@@H]1CCCN1S(=O)(=O)c1ccc(Cl)cc1	0%	-4%	-2%	2%	-28%	-0.4%	-2%	·	13%	2%	-2%
CCn1c(SCC(=O)Nc2cc(C)ccc2C)nc2c(c1=O)SC(C)C2 (stereo not given)	-1%	-4%	8%	3%	-28%	0.1%	3%	3	11%	-2%	-11%
CCCCn1c(=S)[nH]c2ccc(N3CCOCC3)cc2c1=O	-1%	-3%	·	·	8%	0.3%	-6%	2	·	·	·
Cc1ccc(S(=O)(=O)NCCC(=O)N2CCC(C(N)=O)CC2)cc1C	-1%	0%	0%	-6%	-1%	0.0%	0%	0	15%	4%	0%
CCOc1ccc2nc(Cl)c(/C=C/C(=O)c3ccco3)cc2c1	0%	0%	2%	-18%	3%	-0.2%	?	19	-26%	0%	0%
COc1cccc(NC(=O)c2ccccc2-c2nc(-c3ccccc3)no2)c1	-5%	-3%	7%	-23%	-8%	-0.1%	6%	16	11%	-23%	-1%
COc1ccc(Cl)cc1Nc1nc(-c2sc(NC(=O)c3ccccc3)nc2C)cs1	1%	-3%	·	·	?	-0.1%	-5%	13	·	·	·
Cc1ccc(C(=O)N/C(=C\c2ccc(-c3ccccc3[N+](=O)[O-])o2)C(=O)NCCCN(C)C)cc1	6%	0%	1%	-18%	8%	0.5%	-8%	1	-21%	-1%	-10%
COc1ccc(Cl)cc1NC(=O)N1CCN(C2CCCCC2)CC1	-1%	-6%	·	-7%	1%	0.1%	2%	2	15%	4%	-1%
COc1ccc2nc(NCc3cccnc3)sc2c1	1%	8%	4%	59%	13%	-0.5%	13%	0	33%	-3%	-7%
CC1CC1c1ccc(/C=C(\C#N)C(=O)Nc2ccc(Cl)cc2)o1 (stereo not given)	0%	?	9%	44%	-7%	-0.8%	?	17	-2%	-1%	-2%
COCCNC(=O)/C(C#N)=C/c1ccc(OC(=O)c2cccs2)c(OC)c1	0%	-2%	-1%	-25%	-6%	-1.2%	11%	3	-4%	-6%	-4%
NS(=O)(=O)c1ccc(CCNC(=O)CNCCc2ccccc2)cc1	3%	8%	-2%	-4%	-2%	0.1%	-3%	3	-16%	0%	0%
Cc1ccc(C(=O)OCC(=O)Nc2ccccc2C(F)(F)F)cc1S(=O)(=O)N1CCCCC1	5%	-9%	?	-10%	-18%	-0.1%	-5%	8	-19%	-3%	-5%
C(=N/Nc1cc(N2CCOCC2)nc(N2CCOCC2)n1)/c1ccccc1	1%	-6%	-5%	6%	-2%	-0.8%	-1%	?	-44%[inhibitor]	-1%	-1%
CCc1nnc(NC(=O)C2CCCN2C(=O)Nc2ccccc2)s1 (stereo not given)	1%	14%	0%	4%	-4%	-0.2%	0%	-4	-3%	4%	2%
O=C(Nc1cccc(C(F)(F)F)c1)C1CCCN(c2ncccn2)C1 (stereo not given)	-1%	0%	-3%	-53%	14%	-0.1%	-5%	?	17%	-5%	·
CC(=O)c1ccc(Nc2cc(C)nc3ccccc23)cc1	-1%	10%	-13%	-14%	-2%	0.3%	-2%	8	-2%	27%	-6%
COc1ccccc1CNC(=O)COC(=O)COc1ccccc1F	-2%	11%	9%	-8%	-25%	0.0%	-4%	8	-33%	2%	-1%
O=C(CNC(=O)COc1ccccc1)NCCc1ccccn1	1%	0%	-6%	-15%	12%	0.1%	4%	-4	?	2%	-2%
COc1ccc(-c2cn(-c3ccc(C)cc3)c(=O)n2CC(=O)Nc2ccc(OC)c(OC)c2)cc1	-1%	7%	-4%	9%	1%	-1.0%	-2%	7	10%	-10%	-1%
COc1ccc(C(CNC(=O)C2CCN(S(=O)(=O)c3ccc(F)cc3)CC2)N(C)C)cc1 (stereo not given)	0%	-6%	-5%	-10%	9%	0.0%	0%	1	5%	5%	-1%
COc1ccc(N(CN2C(=O)C3CC=CCC3C2=O)C(=O)c2ccco2)cc1 (stereo not given)	1%	-1%	-1%	1%	-3%	-0.2%	2%	3	-5%	3%	-16%

Compounds as they come; 2.6% or so of the library scored in one or more.
